Pol kappa inh: DNA polymerase kappa (human) inhibition; Q9UBT6; purified Pol kappa, fluorescent DNA synthesis assay, 10 min; Potency, µM (doses to about 107 µM), for the others: at the top dose activity, negative = inhibition, actives largely listed as inhibitors; actives 0.53% (n = 400,000); note: % is set by controls: 0 for no effect and ±100 for the full control effect
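10 nM Pol kappa was preincubated with compounds for 15 min at room temperature. Reaction started with 50 nM (final) substrate. Fluorescence read kinetically at 0 and 10 min.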
Pol iota inh: inhibitors of human DNA polymerase iota; Q9UNA4; Pol iota fluorescent replication assay, 10 min; Potency, µM (titrated, usually from 115 µM), for inactives: top-dose activity, negative = inhibition, most hits filed as inhibitors; actives 1% (n = 390,000); AID 588590
Target sequence (Q9UNA4 whole entry, looked up): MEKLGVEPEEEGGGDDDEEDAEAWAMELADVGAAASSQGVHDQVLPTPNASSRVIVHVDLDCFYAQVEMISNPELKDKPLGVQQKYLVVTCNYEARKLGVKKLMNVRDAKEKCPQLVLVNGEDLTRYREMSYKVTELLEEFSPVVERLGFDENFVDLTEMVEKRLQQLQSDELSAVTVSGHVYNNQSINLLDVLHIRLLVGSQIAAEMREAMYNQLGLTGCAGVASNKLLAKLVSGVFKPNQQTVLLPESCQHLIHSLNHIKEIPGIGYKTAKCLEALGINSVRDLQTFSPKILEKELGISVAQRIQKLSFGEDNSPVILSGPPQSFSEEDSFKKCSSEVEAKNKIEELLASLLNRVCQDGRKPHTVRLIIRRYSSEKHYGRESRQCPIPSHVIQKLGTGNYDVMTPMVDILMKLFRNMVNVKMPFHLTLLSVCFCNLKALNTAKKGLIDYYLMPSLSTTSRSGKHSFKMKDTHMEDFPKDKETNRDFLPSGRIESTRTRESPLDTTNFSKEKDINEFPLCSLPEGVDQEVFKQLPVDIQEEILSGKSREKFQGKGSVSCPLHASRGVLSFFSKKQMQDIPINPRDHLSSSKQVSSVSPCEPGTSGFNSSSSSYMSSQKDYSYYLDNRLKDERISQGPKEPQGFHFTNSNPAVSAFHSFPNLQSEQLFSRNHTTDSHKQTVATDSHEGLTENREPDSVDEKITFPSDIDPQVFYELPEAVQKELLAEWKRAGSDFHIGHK
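Pol iota at 10 nM preincubated 15 min with compounds at room temperature; reaction started with fluorescent substrate, 50 nM final. Fluorescence read kinetically at 0 and 10 min; buffer-only wells as negative control.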
Pol eta inh: blocks human DNA polymerase eta activity; actives 1.2% (n = 390,000); Potency, µM (highest dose often 114 µM), without a hit: at the highest dose activity change, negative = inhibition, most hits filed as inhibitors; recombinant Pol eta, fluorescent DNA replication assay; AID 588591; Q9Y253; note: % is set by controls: 0 for no effect and ±100 for the full control effect
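Pol eta at 10 nM preincubated with compounds 15 min at room temperature; reaction started with fluorescent substrate (50 nM final) and read kinetically at 0 and 10 min.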
BAZ2B block: inhibitors of human BAZ2B bromodomain; Q9UIF8; AlphaScreen BAZ2B-H3K14Ac peptide displacement; Potency, µM (series often up to 114 µM), for the others: at the highest dose activity change, negative = inhibition, actives largely listed as inhibitors; actives 4.4% (n = 360,000); AID 504333; note: % is set by controls: 0 for no effect and ±100 for the full control effect; nearly all actives have a fitted effect of over 60% in size
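AlphaScreen displacement: compounds (up to 110uM) incubated 30 min at room temperature with a preformed 50 nM BAZ2B/50 nM biotinylated H3K14Ac peptide complex in PBS pH 7.4 with Tween-20. Donor and acceptor beads at 10 ug/mL final added, 20 min light-protected before reading.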
BLM helicase inh: inhibitors of human Bloom syndrome helicase BLM; actives 0.2% (n = 350,000); recombinant BLM DNA unwinding, fluorescence dequenching; Potency, µM (highest dose often 56.1 µM), for inactives: top-dose activity change, negative = inhibition, most hits filed as inhibitors; AID 2528; P54132;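 note: plate controls were vehicle for no effect and no enzyme for full effect; nearly all actives have a fitted effect of over 35% in size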
Pol beta inh: DNA polymerase beta (human) inhibition. Potency, µM (top dose mostly 114 µM), for inactives: at the highest dose activity change, negative = inhibition, usual class: inhibitors. P06746. Pol beta primer extension/strand displacement, fluorescence kinetic. actives 1.3% (n = 340,000); note: % is set by controls: 0 for no effect and ±100 for the full control effect
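Pol beta (10 nM) was preincubated with compound for 15 min at room temperature. The reaction was then started with 50 nM substrate and read immediately and after a further 10 min at room temperature.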
JMJD2A Tudor: blocks the human JMJD2A Tudor domain; O75164; AlphaScreen JMJD2A-Tudor / H3K4me3 peptide binding; Potency, µM (top dose mostly 114 µM), inactives show at the top dose activity change, negative = inhibition, hits mostly inhibitors; actives 4.4% (n = 390,000); AID 504339; note: % is set by controls: 0 for no effect and ±100 for the full control effect; nearly all actives have a fitted effect of over 50% in size
APEX1 inh: blocks human APE1 abasic DNA cleavage; actives 0.35% (n = 350,000); recombinant APE1, TAMRA/BHQ-2 abasic DNA cleavage fluorescence; Potency, µM (highest dose often 65.8 µM), without a hit: at the top dose activity change, negative = inhibition, hits mostly inhibitors; P27695;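 note: plate controls were vehicle for no effect and reference inhibitor for full effect; nearly all actives have a fitted effect of over 55% in size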
Target sequence (P27695 whole entry, looked up): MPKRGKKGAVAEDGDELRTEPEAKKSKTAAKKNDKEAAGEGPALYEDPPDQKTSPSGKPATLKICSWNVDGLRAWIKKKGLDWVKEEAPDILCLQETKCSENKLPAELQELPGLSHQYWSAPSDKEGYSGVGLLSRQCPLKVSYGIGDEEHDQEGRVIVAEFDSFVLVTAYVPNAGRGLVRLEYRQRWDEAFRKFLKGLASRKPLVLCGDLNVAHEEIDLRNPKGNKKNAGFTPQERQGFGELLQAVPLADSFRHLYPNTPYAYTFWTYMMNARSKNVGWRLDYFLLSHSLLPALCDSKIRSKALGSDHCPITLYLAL
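Endonuclease cleavage of a quenched abasic-site DNA duplex (50 nM) by APE1 (0.75 nM) was tracked by TAMRA dequenching. Compounds were preincubated with enzyme 15 min at room temperature; data normalized to buffer-only and DMSO wells plus NSC13755 control.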
G9a inh: G9a (human) methyltransferase inhibition; Potency, µM (series often up to 102 µM), for the others: at the highest dose activity, negative = inhibition, usual class: inhibitors; G9a H3K9 monomethylation, AlphaScreen, 2 h; actives 8.8% (n = 350,000); note: % is set by controls: 0 for no effect and ±100 for the full control effect; nearly all actives have a fitted effect of over 75% in size
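Enzyme 20 nM + cpd, 15 min RT; add b-H3K9 pep 500 nM / SAM 20 uM; 2 h RT; anti-H3K9me1 Ab 0.5 ug/mL + SA donor / anti-rabbit acceptor beads 20 ug/mL each, 10 min; AlphaScreen read.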
Active calls of the source: *; ? = inconclusive; . = no result given; & = joins results of further samples; [ ] = dose if it differs, or a comment. Calls come from the whole dose curve; as a rule, active = well fitted curve in the direction sought with a large enough effect; inconclusive = small, poorly fitted or top-dose-only effect, or another doubt; inactive = no such curve, though single readings can be large; an effect the other way counts as inactive or inconclusive. Potency is the fitted concentration of half-maximal effect. These rows are one share of the data (hit frequency here may not be typical).

SMILES	Pol kappa inh	Pol iota inh	Pol eta inh	BAZ2B block	BLM helicase inh	Pol beta inh	JMJD2A Tudor	APEX1 inh	G9a inh
O=[N+]([O-])c1ccc(Sc2cccc3cccnc23)c([N+](=O)[O-])c1	12%	35%[activator]	-3%	-3%	-10%	35%	-7%	20%	?
O=C(CNCc1ccccc1)Nc1ccc(Cl)cc1	-14%	10%	-16%	-6%	-1%	2%	-3%	11%	1%
CSc1ccc(CNCc2c(C(=O)O)c(C)n(Cc3ccc(F)cc3Cl)c2C)cc1	-11%	9%	-19%	-33%	-1%	17%	?	.	-1%[59 µM]
Fc1cccc(-c2csc(-c3ccno3)n2)c1	4%	3%	-14%	3%	-3%	0%	30%	11%	.
O=S(=O)(c1cccc2nonc12)N1CCN(c2ccccc2F)CC1	-6%	93%[activator]	-15%	-6%	-4%	?	-28%	2%	.
N#C/C(=C\c1cn(Cc2ccc(F)cc2)c2ccccc12)C(=O)NCc1ccco1	-3%	17%	?	-24%	-9%	?	-26%	5%	-42%[59 µM]
CCOC(=O)CCc1c(C)nc2c(c(C)nn2-c2ccc(C)cc2)c1C	7%&-19%	-15%&4%	-5%&-7%	-6%	-5%&-1%	46%&3%	9%&-5%	12%	-27%[2.33 µM]
CC(NS(=O)(=O)c1ccccc1)C(=O)NCc1ccco1 (stereo unspecified)	?	40µM*	?	?	-6%	?	-34%	?	3%[2.33 µM]
CCC1(CC)NC(=O)N(CC(=O)N2N=C(c3ccc(Cl)cc3)CC2c2ccco2)C1=O (stereo unspecified)	-6%	14%	-20%	?	-5%	13%	?	?	56µM*
Cc1ccc(C(=O)N2CCN(C(=O)N3CCOCC3)CC2)cc1	-5%	3%	-2%	-2%	-4%	6%	-2%	-6%	-5%[59 µM]
COc1ccc(S(=O)(=O)N2CCN(CC(=O)Nc3c(C)n[nH]c3C)CC2)cc1OC	-14%	65%[activator]	2%	.	.	.	0.89µM*	45%	.
Cc1cc(C)cc(NS(=O)(=O)c2c(C)nc3scc(C)n3c2=O)c1	0%	14%	2%	5%	0%	0%	-1%	.	3%[59 µM]
O=C(Nc1ccc(Br)cc1F)c1ccncc1	-5%	14%	-15%	1%	4%	-28%	-13%	3%	5%[59 µM]
O=C(c1cc(-c2ccc(Br)cc2)n[nH]1)N1CCN(S(=O)(=O)c2ccc(Br)cc2)CC1	-8%	-16%	-11%	-3%	0%	-28%	-3%	.	1%[59 µM]
COc1ccc(C(=O)N(c2ccccc2)c2nccc3ccccc23)cc1OC	-20%	-8%	-5%	.	.	.	-21%	.	.
Cc1ccc(CNC(=O)c2cccc(NC(=O)N3CCSc4ncccc43)c2)cc1	-11%[60.1 µM]	?	-9%	5%	0%	29%	-2%	.	9%[59 µM]
C=CCN(c1ccccc1OC)S(=O)(=O)c1cccc(C(=O)NCc2ccco2)c1	6%	26%	-4%	.	.	.	0%	-1%	.
Cc1cccc(-c2nnc(SCC(=O)c3ccc(O)cc3O)n2C)c1	3%	43%[activator]	-15%	-20%	-3%	?	-6%	49%[activator]	?
COc1cc(CN(C(=O)c2ccc(OC(C)C)cc2)c2ccccn2)cc(OC)c1OC	-10%	18%	-4%	-19%	-4%	8%	-11%	.	-18%[59 µM]
CC(C)CCN(C(=O)Cc1ccc(Cl)c(Cl)c1)c1c(N)n(Cc2ccccc2)c(=O)[nH]c1=O	-1%	114%[activator]	10%	-4%	-1%	-5%	-10%	0%	3%
CC1CCN(S(=O)(=O)c2cccc3cccnc23)CC1	-3%	86%[activator]	1%	9%	-2%	4%	-11%	-8%	13%
COc1cc2c(cc1NC(=O)c1ccc3c(c1)OCO3)oc1ccccc12	-9%[60.1 µM]	-11%	1%	15%	-6%	-22%	-10%	-5%	15%[59 µM]
Cc1ccc(N2CC(C(=O)N3CCN(c4ccccc4)CC3)CC2=O)cc1 (stereo unspecified)	-5%	7%	-9%	7%	1%	1%	-7%	-4%	2%[59 µM]
Cc1ccc(Cl)c(OCC(=O)Nc2ccc(S(=O)(=O)NC3=NCCCCC3)cc2)c1	-17%	7%	0%	7%	.	.	-11%	-19%	-45%
Cn1cc(-c2cc3n(n2)CCC(=O)N3CCCC(=O)NCc2ccccc2Cl)c2ccccc21	-8%[60.1 µM]	11%	-6%	-3%	6%	1%	-24%	.	7%[59 µM]
Following part:
SMILES	Pol kappa inh	Pol iota inh	Pol eta inh	BAZ2B block	BLM helicase inh	Pol beta inh	JMJD2A Tudor	APEX1 inh	G9a inh
CC(NC(=O)c1cccc(N(C)C)c1)c1ccc(-n2ccnc2)cc1 (stereo unspecified)	-14%	14%	-2%	?	-4%	39%	-32%	-10%	-10%[12.7 µM]
CC(=O)Nc1ccc(C(=O)OCC(=O)NCc2cccs2)cc1	-9%	2%	-9%	1%	.	.	0%	18%	-6%[59 µM]
Cc1ccc(O)c(C(=O)c2cnn(C(=O)c3cccc(S(=O)(=O)N(C)C)c3)c2)c1	-4%	52%[activator]	-1%	-3%	.	.	-22%	-13%	-5%
CCc1nn(-c2ccccc2)c2nc(-c3ccc(O)cc3)c3cc(OC)c(OC)cc3c12	10%	26%	-16%	5%	-6%	22%	7%	.	32%[59 µM]
O=C(Nc1cccc(-c2cn3c(n2)SCC3)c1)c1ccc(Br)o1	1%	-5%	?	56µM*	-8%	2%	-12%	-3%	7.9µM*
CCCc1nn2c(=O)cc(COC(=O)CNC(=O)COc3ccc(C)cc3)nc2s1	1%	21%	-15%	-8%	2%	10%	-3%	.	9%[59 µM]
COc1cc(NC(=O)COc2ccccc2[N+](=O)[O-])ccc1NC(=O)c1cccs1	-4%	?	?	-21%	-9%	?	-10%	8%	.
O=C1C(=NO)C(c2ccccc2)Oc2ccccc21 (stereo unspecified)	4%	45%[activator]	-8%	.	.	.	?	.	.
O=C(N/N=C/C(Br)=C/c1ccccc1)c1ccncc1	-9%	-1%	4%	-1%	1%	-5%	-21%	2%	.
Cc1noc2ncnc(Oc3ccc(F)cc3)c12	-7%	3%	-9%	3%	-3%	21%	-8%	13%	-7%[59 µM]
O=C(NCCc1ccncc1)Nc1ccc(Cl)c(Cl)c1	-2%	43%[activator]	-21%	-2%	-1%	1%	6%	1%	3%
CN(CC(=O)N1CCCc2c1c(=O)oc1ccc(O)cc21)Cc1ccccc1	4%	12%	2%	7%	3%	12%	-6%	-4%	-44%[12.7 µM]
O=[N+]([O-])c1ccc(S(=O)(=O)N/N=C/c2ccsc2)cc1	11%	0%	10%	?	1%	14%	-15%	9%	45µM*
O=C(CN1CCC(C(=O)c2ccc3c(c2)OCCO3)CC1)Nc1ccccc1F	0%	26%	-12%	-6%	-1%	1%	0%	-11%	5%
CCCCNC(=O)/C(=C\c1ccc([N+](=O)[O-])o1)NC(=O)c1ccccc1	-16%	55%[activator]	4%	-20%	-6%	11%	-6%[11.4 µM]	-6%	-48%
CCc1nnc(NS(=O)(=O)c2ccc(NC(=O)c3ccc(C#N)cc3)cc2)s1	-14%	-13%	-8%	-10%	2%	7%	-15%	10%	?
Cc1ccc(C(=O)Nc2cccc(-c3nc4ccccc4o3)c2)c(Cl)c1	10%	16%	-8%	6%	-3%	9%	7%	.	-4%[59 µM]
COc1ccc2cc(S(=O)(=O)NC3CC(C)(C)NC(C)(C)C3)ccc2c1	-7%	-28%	-5%	-6%	0%	-3%	-10%	-3%	46%
CCN(CC)S(=O)(=O)c1ccc(N2CCCC2)c(NC(=O)Cc2ccc(OC)cc2)c1	1%	160%[activator]	-19%	-26%	-5%	5%	-11%	-1%	?
CCN(Cc1ccncc1)S(=O)(=O)c1ccc(C(C)=O)cc1	-19%	?	?	13%	-18%	-21%	-23%	-6%	?
COc1ccc(CN2CCCCCC2)cc1Br	-2%	24%	-22%	?	0%	15%	3.5µM*	11%	32µM*
C/C(=N\NC(=O)c1nnn(-c2nonc2N)c1-c1ccc2c(c1)OCO2)c1cccs1	-10%	-11%	-6%	0%	2%	43%	-7%	-7%	10%[0.0925 µM]
CC(=O)Nc1ccc(C2=NNC(=Nc3ccc(S(=O)(=O)N4CCOCC4)cc3)SC2)cc1	?	68%[activator]	1%	-22%	-18%	14%	-29%	?	2.8µM*
CCOC(=O)c1ccc(NC(=O)Cn2nnc(-c3ccc(F)cc3)n2)cc1	-3%	2%	-7%	3%	-3%	0%	-23%	-3%	22%[59 µM]
CCCSc1nc(O)c(C2OC(=O)c3c2ccc(OC)c3OC)c(=O)n1-c1ccccc1 (stereo unspecified)	-5%	-7%	5%	0%	-4%	3%	-17%	5%	?

Just Pol beta inh, for some of the entries so far:
Molecule,Pol beta inh
O=S(=O)(c1cccc2nonc12)N1CCN(c2ccccc2F)CC1,?
N#C/C(=C\c1cn(Cc2ccc(F)cc2)c2ccccc12)C(=O)NCc1ccco1,?

Back to the main list, repeating the two entries before the break.
SMILES	Pol kappa inh	Pol iota inh	Pol eta inh	BAZ2B block	BLM helicase inh	Pol beta inh	JMJD2A Tudor	APEX1 inh	G9a inh
CCOC(=O)c1ccc(NC(=O)Cn2nnc(-c3ccc(F)cc3)n2)cc1	-3%	2%	-7%	3%	-3%	0%	-23%	-3%	22%[59 µM]
CCCSc1nc(O)c(C2OC(=O)c3c2ccc(OC)c3OC)c(=O)n1-c1ccccc1 (stereo unspecified)	-5%	-7%	5%	0%	-4%	3%	-17%	5%	?
CC(=O)N1c2ccccc2C2CCCC[C@@H]21 (stereo partly specified)	-4%	-5%	-7%	-7%	.	.	-6%	-10%	10%[0.501 µM]
CN1CCN(C(=O)c2ccc(C(C)(C)C)cc2)CC1	5%	25%	-10%	79µM*	0%	3%	-19%	-2%	16%[59 µM]
O=C(O)CNS(=O)(=O)c1ccc(C2CCCCC2)cc1	-1%	55%[activator]	-13%	-19%	-4%	-15%	1%	3%	?
CCCCC(=O)NC(=S)NNC(=O)c1ccc(OC)cc1	-16%	37%[activator]	-17%	4%	-9%	7%	-1%	6%	3%[12.7 µM]
Cc1ccc[n+](CC(=O)/C=C2\N(C)c3ccccc3C2(C)C)c1	-2%	18%	-7%	6%	4%	?	3%	1%	4%[59 µM]
Cc1ccccc1Cn1cnc2c(cnn2C(C)(C)C)c1=O	-19%&9%	7%&-5%	-6%	15%	-3%	18%	10%	0%&2%	26%[12.7 µM]
CCOC(=O)c1c(NC(=O)COc2ccc(CC)cc2)sc2c1CCCC2	-8%[60.1 µM]	-22%	2%	12%	-1%	1%	14%	.	-3%[59 µM]

High-throughput results from PubChem.
